# ATG4B inhibitor: blocks human ATG4B protease cleavage of LC3 substrate; ATG4B cleavage of LC3-PLA2, NBD-HPC fluorescence, 1 h; 340,000 compounds, 0.51% hits; inhibition, % at 8.33 µM; Q9Y4P1; in the data active = inhibition above about 40%
# Target sequence (Q9Y4P1 whole entry, looked up): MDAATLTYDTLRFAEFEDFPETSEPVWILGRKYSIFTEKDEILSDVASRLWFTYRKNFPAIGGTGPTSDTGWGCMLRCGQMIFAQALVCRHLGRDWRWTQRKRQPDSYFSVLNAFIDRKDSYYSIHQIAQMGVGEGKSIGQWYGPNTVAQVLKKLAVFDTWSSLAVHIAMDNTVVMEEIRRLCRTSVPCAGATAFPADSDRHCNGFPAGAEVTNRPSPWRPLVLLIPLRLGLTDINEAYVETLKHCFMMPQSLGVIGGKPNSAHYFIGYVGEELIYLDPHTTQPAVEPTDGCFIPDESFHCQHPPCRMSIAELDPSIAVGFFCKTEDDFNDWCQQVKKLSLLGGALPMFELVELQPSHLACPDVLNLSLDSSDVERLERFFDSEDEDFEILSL
# MPTP block: blocks calcium-induced mitochondrial swelling; isolated mouse mitochondria, Ca2+ swelling absorbance, 30 min; inhibition, % at 10 µM; 360,000 compounds, 1.4% hits;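 active = inhibition of 50% or more, scaled per plate between neutral and stimulator controls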;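 also: 0% = DMSO wells given calcium and 100% = 1 mM EGTA wells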
# * hit, by the source's call.
ATG4B inhibitor | MPTP block | structure
12 | 9.0 | COc1cccc2c1C(=N)c1c(O)c3c(c(O)c1C2=O)CC(O)(C(C)=O)CC3OC1CC(N)C(O)C(C)O1 (configuration not stated)
-4 | -1.3 | CC(=O)C1(O)C(C)CC2C3CC(F)C4(O)CC(O)CCC4(C)C3CCC21C (configuration not stated)
-7 | -1.7 | O=C(CN1C(=O)c2ccccc2C1=O)NC(Cc1ccccc1)C(=O)O (configuration not stated)
-1 | -1.4 | O=C(C1CC1)N1CCc2cc(Br)c(S(=O)(=O)N3CCCCCC3)cc21
2 | 0.6 | COc1ccc(-c2csc(C(C#N)=C(O)CSc3nccn3C)n2)cc1OC
68* | -1.4 | C/C(C/C(C)=C1/SC(=S)NC1=O)=C1\SC(=S)NC1=O
1 | -1.9 | COc1cc2c3c(n(C)c(=O)c2cc1OC)-c1cc2c(cc1C3=O)OCO2
-9 | 2.7 | c1ccc2c(c1)nc1n2C2(N3CCOCC3)CCCC2C1N1CCOCC1 (configuration not stated)

# Among those listed so far, these have four or more nitrogen atoms:
ATG4B inhibitor | MPTP block | structure
2 | 0.6 | COc1ccc(-c2csc(C(C#N)=C(O)CSc3nccn3C)n2)cc1OC
-9 | 2.7 | c1ccc2c(c1)nc1n2C2(N3CCOCC3)CCCC2C1N1CCOCC1 (configuration not stated)

# A run of entries from the list above, as a working copy:
ATG4B inhibitor | MPTP block | structure
12 | 9.0 | COc1cccc2c1C(=N)c1c(O)c3c(c(O)c1C2=O)CC(O)(C(C)=O)CC3OC1CC(N)C(O)C(C)O1 (configuration not stated)
-4 | -1.3 | CC(=O)C1(O)C(C)CC2C3CC(F)C4(O)CC(O)CCC4(C)C3CCC21C (configuration not stated)
-7 | -1.7 | O=C(CN1C(=O)c2ccccc2C1=O)NC(Cc1ccccc1)C(=O)O (configuration not stated)
-1 | -1.4 | O=C(C1CC1)N1CCc2cc(Br)c(S(=O)(=O)N3CCCCCC3)cc21

# The main list resumes with the 2 entries that preceded the break.
ATG4B inhibitor | MPTP block | structure
1 | -1.9 | COc1cc2c3c(n(C)c(=O)c2cc1OC)-c1cc2c(cc1C3=O)OCO2
-9 | 2.7 | c1ccc2c(c1)nc1n2C2(N3CCOCC3)CCCC2C1N1CCOCC1 (configuration not stated)
-7 | -0.7 | COc1cc2c(cc1OC)C(C1(O)CCCCC1)NCC2 (configuration not stated)
-1 | 1.2 | N#CCc1cnc2ccccc2n1
2 | 0.7 | Cn1c(N/N=C2\CCCc3ccccc32)nc2c1c(=O)n(Cc1ccc(F)cc1)c(=O)n2C
-16 | -1.9 | Clc1ccc(C(c2nnnn2C2CCCCC2)N(Cc2cccnc2)Cc2ccco2)cc1 (configuration not stated)
-2 | -0.5 | O=C1CCC[C@@H]2C[C@@]3(C[C@@H]4CCN1[C@H]24)Nc1cc(Cl)ccc1NC3=NCc1ccccc1
7 | 1.3 | CC1(C)CC(C(CCN(Cc2ccccc2)C(=O)c2ccco2)c2ccc(F)cc2)CCO1 (configuration not stated)
-5 | -2.1 | COc1ccc(C2CC(=O)c3cnc(N)nc3C2)c(OC)c1 (configuration not stated)
6 | -0.2 | O=C(CCl)N1N=C(c2ccco2)CC1c1cccs1 (configuration not stated)
-6 | -0.9 | CC1(C(=O)OCC(=O)Nc2cc(S(=O)(=O)N3CCOCC3)ccc2Cl)CC1(Cl)Cl (configuration not stated)
3 | 0.5 | CCCC(C)NC(=O)c1ccc(OCc2ccc(Cl)cc2)c(OC)c1 (configuration not stated)

# Screens deposited in PubChem by Sanford-Burnham Center for Chemical Genomics.

# A portion of the library. The share of hits here may be higher or lower than overall.
